HepG2 tox = kills HepG2 cells in TGF-b inhibitor counter-screen; Potency, µM (highest dose often 46.1 µM), for inactives: at the top dose activity change, negative = cytotoxicity, most hits filed as cytotoxic; AID 588856; 410,000 tested, 0.76% active; HepG2 CAGA-GFP viability, ATP luminescence, 18 h; also: potency is read from the fitted curve at half-maximal effect; some results filed as inactive show a strong effect at the top dose
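HepG2 CAGA-GFP cells (1000/well, DMEM with 1% FBS) received compound, then TGF-beta at 500 pg/mL final, and were incubated 18 hours at 37 degrees C. Viability was read by CellTiter-Glo luminescence. Media-only wells were set as complete cell-killing and DMSO as no toxicity.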
Nrf2 block = blocks Nrf2 signaling. A549 ARE-Fluc reporter, luciferase luminescence, 18-24 h. Potency, µM (highest dose often 46 µM), for inactives: at the top dose activity change, negative = inhibition, actives largely listed as inhibitors. 360,000 tested, 2.1% active. AID 504444; also: potency is read from the fitted curve at half-maximal effect; % is scaled to controls: 0 for no effect and ±100 for the full control effect; nearly all actives have a fitted effect of over 60% in size
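A549 ARE_Fluc cells, 5000/well, 5% FBS OPTI-MEM; compounds in dose-response, 18-24 h at 37 °C/5% CO2; CellTiter-Fluor viability read (Ex 405/Em 525), then BugLite luciferase luminescence = Nrf2 activity.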
A549 tox = kills or reduces viability of A549 cells in Nrf2 counter-screen. A549 ARE-Fluc cells, CellTiter-Fluor viability, 18-24 h. Potency, µM (highest dose often 46 µM), for inactives: top-dose activity change, negative = cytotoxicity, most hits filed as inhibitors. 390,000 tested, 0.16% active. AID 504648; also: potency is read from the fitted curve at half-maximal effect; % is scaled to controls: 0 for no effect and ±100 for the full control effect
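Cytotoxicity counterscreen: CellTiter-Fluor fluorescence was measured in A549 ARE_Fluc cells after 18-24 h of compound exposure in a concentration series. The subsequent BugLite luminescent read reports ARE-luciferase activity.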
EPAC2 agonist = activates human EPAC2 exchange factor; Q8WZA2; EPAC2 activation, biochemical qHTS; response scale: 100% = 6.5 mM cAMP response; Potency, µM (highest dose often 154 µM), for the others: at the highest dose activation, most hits filed as activators; 360,000 tested, 0.079% active; also: potency is read from the fitted curve at half-maximal effect; nearly all actives have a fitted effect of over 50% in size
Target sequence (Q8WZA2 whole entry, looked up): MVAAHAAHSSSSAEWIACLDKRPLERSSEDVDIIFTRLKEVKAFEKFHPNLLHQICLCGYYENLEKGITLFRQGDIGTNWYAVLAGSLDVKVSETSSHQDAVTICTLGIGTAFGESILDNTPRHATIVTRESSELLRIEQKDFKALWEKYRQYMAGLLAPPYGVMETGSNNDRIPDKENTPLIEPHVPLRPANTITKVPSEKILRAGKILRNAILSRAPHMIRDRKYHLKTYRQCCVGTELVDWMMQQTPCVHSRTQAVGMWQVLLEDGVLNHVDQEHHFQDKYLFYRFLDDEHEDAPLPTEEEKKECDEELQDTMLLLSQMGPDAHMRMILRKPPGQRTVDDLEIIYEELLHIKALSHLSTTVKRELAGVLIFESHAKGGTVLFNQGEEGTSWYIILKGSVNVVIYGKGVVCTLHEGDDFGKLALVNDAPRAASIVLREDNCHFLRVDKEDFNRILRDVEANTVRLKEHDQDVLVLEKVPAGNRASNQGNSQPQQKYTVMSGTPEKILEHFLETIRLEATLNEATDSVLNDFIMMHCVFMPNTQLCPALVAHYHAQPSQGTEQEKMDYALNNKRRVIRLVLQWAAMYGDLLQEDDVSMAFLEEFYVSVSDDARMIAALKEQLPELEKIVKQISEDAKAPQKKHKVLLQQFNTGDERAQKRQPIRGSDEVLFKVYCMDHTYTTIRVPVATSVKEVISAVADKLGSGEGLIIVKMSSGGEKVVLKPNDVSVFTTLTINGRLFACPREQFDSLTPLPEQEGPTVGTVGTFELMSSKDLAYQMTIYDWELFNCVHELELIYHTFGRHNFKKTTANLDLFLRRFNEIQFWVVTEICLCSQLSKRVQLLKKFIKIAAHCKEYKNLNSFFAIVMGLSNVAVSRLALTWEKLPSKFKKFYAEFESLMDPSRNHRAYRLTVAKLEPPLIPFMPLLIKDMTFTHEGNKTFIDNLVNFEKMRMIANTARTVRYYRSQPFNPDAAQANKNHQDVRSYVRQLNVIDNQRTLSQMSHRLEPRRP
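Exchange assay: 100 nM EPAC2 with 250 nM Rap1B-BODIPY-GDP and 50 uM GDP. Fluorescence (ex 480/em 540 nm) read every 5 min for 30 min at room temperature. Data normalized to 6.5 mM cAMP as agonist control.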
IL2 activator = activators of IL-2. IL-2 activation reporter assay, cell-based qHTS; stimulated with anti-CD3/CD4/CD28 beads; in transgenic mouse T cells. activation, % (series mostly up to about 46 µM). 360,000 tested, 0.065% active. AID 652025; in the data active = activation above about 50%; inconclusive = mostly about 30% to 49%; also: 0% is about no effect
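Screening format: compound pinned onto unstimulated transgenic mouse T cells, 60 min incubation, then anti-CD3/anti-CD4/anti-CD28 bead stimulation for 18 hours at 37 degrees C, followed by EGFP and DsRed detection.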
ATXN viability = reduces viability in counter-screen for ATXN expression inhibitors. 400,000 tested, 0.49% active. AID 651635. S2 cells (HEK-293 line with an ATXN2-luciferase reporter) viability, CellTiter-Fluor protease fluorescence, 24 h. Potency, µM (series often up to 56.7 µM), actives largely listed as cytotoxic; also: potency is read from the fitted curve at half-maximal effect; nearly all actives have a fitted effect of over 40% in size
TGFb inhibitor = inhibitors of TGF-b signaling; HepG2 CAGA-GFP TGF-b/SMAD3 reporter, GFP fluorescence, 18 h; TGF-beta stimulated, 500 pg/mL final; Potency, µM (highest dose often 46.1 µM), without a hit: top-dose activity, negative = inhibition, most hits filed as inhibitors; 410,000 tested, 1.2% active; AID 588855; also: potency is read from the fitted curve at half-maximal effect; % is scaled to controls: 0 for no effect and ±100 for the full control effect; nearly all actives have a fitted effect of over 65% in size
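Inhibition was scored as loss of TGF-beta-induced (500 pg/mL final, 18 hours, 37 degrees C) GFP in HEPG2 cells carrying a CAGA-GFP reporter, in DMEM with 1% FBS. Well GFP was summed per cell; Activity was normalised to unstimulated and stimulated DMSO wells, then concentration-response fitting.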
Nrf2 activator = activators of Nrf2 (ARE) signaling | AREc32 ARE-luciferase reporter (MCF7-derived line), luminescence, 24 h | Potency, µM (highest dose often 46.1 µM), for the others: top-dose activation, actives largely listed as activators | 410,000 tested, 0.31% active | AID 624171; also: potency is read from the fitted curve at half-maximal effect; % of control where 0% means no effect; nearly all actives have a fitted effect of over 65% in size
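ARE-driven firefly luciferase activity in AREc32 cells measured after a 24 hr compound exposure at 37 deg C, using Steady-Glo reagent and a 30 min room-temperature hold.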
ATXN2 expr inh = reduces ATXN2 reporter expression in HEK-293 cells; Potency, µM (highest dose often 57 µM), without a hit: top-dose activity change, negative = inhibition, usual class: inhibitors; AID 1745845; HEK-293 ATXN2-luciferase reporter, luminescence, 24 h; 360,000 tested, 0.72% active; also: potency is read from the fitted curve at half-maximal effect; % is scaled to controls: 0 for no effect and ±100 for the full control effect; nearly all actives have a fitted effect of over 55% in size
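qHTS (up to 57 uM final) was run with 24 h compound exposure of reporter cells at 37 °C. Each well was multiplexed: SteadyGlo luminescence measured ATXN2-luciferase expression after a fluorogenic Gly-Phe-AFC viability readout (25 uM final).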
The depositor's hits bear a star; i = inactive; ? = inconclusive; nt = no result given; & = joins results of further samples; [ ] = remark or other dose. Unless noted, calls follow the shape of the dose curve; as a rule, active = well fitted curve in the direction sought with a large enough effect; inconclusive = small, poorly fitted or top-dose-only effect, or another doubt; inactive = no such curve, though single readings can be large; an effect the other way counts as inactive or inconclusive. Hits appear at their usual frequency; overall some 4.3% were active at least once.

Values run as follows: HepG2 tox | Nrf2 block | A549 tox | EPAC2 agonist | IL2 activator | ATXN viability | TGFb inhibitor | Nrf2 activator | ATXN2 expr inh
CC(C)NC(=O)Cn1c(=O)n(CC(=O)N2CCCCC2)c(=O)c2sccc21
 : -3% | 5% | 1% | 3% | -0.5 | ? | 2% | -0.7% | nt
C=C1CCC2[C@](C)(CO)[C@H](O)CC[C@@]2(C)[C@@H]1/C=C/C1=CCOC1=O (some centres not stated)
 : -5% | ? | 12% | 9% | 0.0 | i | -12% | 4.4% | -16%
CC(c1ccccc1)N1C(=O)C2C3CCC(C3)C2C1=O (configuration not stated)
 : -7% | 5% | 2% | 13% | 0.7 | i | -25% | -0.2%[9.22 µM] | -3%
COc1cc2c(cc1OC)C(c1ccc(-c3ccc(Cl)cc3Cl)o1)=NCC2
 : -65% | ? | ? | -1% | -0.7 | ? | 14µM* | 4.2% | ?
COc1ccc(-c2nc3c(Cl)cc(C(F)(F)F)cn3c2Cc2cccc(Cl)c2)cc1OC
 : nt | nt | nt | -10% | -0.9 | i | nt | 9.6% | 16%
CC(c1ccccc1)n1ccnc1CO (configuration not stated)
 : -11% | nt | nt | 4% | 0.6 | i | -2% | -1.6% | nt
O=C(Nc1sc2c(c1C(=O)NCc1cccnc1)CCCC2)c1cc(=O)c2ccccc2o1
 : 0% | 16% | -2% | nt | nt | i | -2% | 0.3% | 16%
O=C(CSc1nnc(-c2ccncc2)n1CCc1ccccc1)NCc1ccccc1
 : -1% | 11% | -7% | 2% | 4.8 | i | 1% | -0.8% | -1%
Brc1cnc(N2CCOCC2)nc1N1CCCCC1
 : -16% | ? | -8% | -1% | 0.8 | i | ? | -0.5% | 1%
COc1ccc(NC(C)=O)cc1NC(=O)c1cccc(S(=O)(=O)N2CCN(Cc3ccccc3)CC2)c1
 : -3% | 6% | -4% | 4% | 0.5 | i | 0% | 1.7% | 3%
O=C(Nc1ccc(N2CCN(Cc3ccccc3F)CC2)cc1)c1ccccc1[N+](=O)[O-]
 : -25% | -23% | -1% | 6% | -0.3 | i | ? | -0.4% | -13%
COc1ccc(-c2nc(CNS(=O)(=O)c3ccc(C)cc3)cs2)cc1
 : -15% | -29% | 7% | nt | nt | nt | nt | 2.1% | nt
CC(=O)N1c2c(cc(Br)cc2S(=O)(=O)NCc2cccnc2)CC1C (configuration not stated)
 : -40% | -8% | -6% | 13% | -0.2 | i | 0% | -0.1% | 0%
CCC(c1nnnn1CCc1ccccc1)N(Cc1ccco1)Cc1cc2cc(C)cc(C)c2[nH]c1=O (configuration not stated)
 : 11% | ? | ? | -33%[inhibitor] | -0.8 | i | ? | 16% | -26%
CCCNC(=O)CN1CCN(c2ccc(NC(=O)c3ccc(OC)cc3)cc2C(=O)O)CC1
 : -3% | nt | 3% | nt | nt | i | -7% | -1.2% | 9%
CSc1cccc(NC(=O)Nc2ccccc2C(N)=O)c1
 : -18% | 3% | 0% | 8% | 1.8 | i | 3% | 3.0% | nt
CC(C)c1ccc(C2CC(=O)N3CN(Cc4ccco4)CSC3=C2C#N)cc1 (configuration not stated)
 : -18% | ? | -4% | 6% | -3.2 | i | -29% | 1.9% | -2%
O=C(O)c1nc(NCCc2ccccc2)ncc1Cl
 : 2% | -4% | 4% | 9% | 0.4 | i | -6% | 0.4% | -9%
CCn1c(=O)cc(OCC(=O)Nc2cccnc2)c2ccccc21
 : -26% | -26% | nt | 10% | 0.8 | i | -10% | 9.3% | 27%
COc1ccc(CNC(=O)c2sc3nc4n(c(=O)c3c2C)CCC4)cc1
 : 16% | -15% | 2% | nt | nt | nt | 9% | -0.3% | nt
CCCCC1C2C(=O)N(c3ccccc3)C(=O)C2ON1c1ccccc1 (configuration not stated)
 : 0% | 0% | 0% | -1% | 4.3 | i | 4% | -0.5% | nt
CC(C)N=C(NC#N)SCc1ccc(Br)cc1
 : -17% | -10% | 0% | 7% | -2.7 | i | 0% | 0.5% | -4%
CCN1C(=O)[C@H]2[C@H]3CN=C(SCc4ccc(C#N)cc4)N3[C@@](Cc3ccccc3)(C(=O)OC)[C@H]2C1=O
 : -14% | 5% | -7% | 6% | -0.2 | i | -17% | 6.2% | -3%
COc1ccc(CCC(=O)Nc2ccc(Cl)c(S(=O)(=O)N3CCOCC3)c2)cc1OC
 : 6% | 18µM* | -10% | 3% | -6.2 | ? | -28% | 1.8% | -36%
COc1cccc(C2(CSc3nnc(-c4cc(OC)c(OC)c(OC)c4)o3)OCCO2)c1
 : 8% | -16% | -1% | 0%[15.6 µM] | 2.4 | i | 10% | 3.2% | 4%
Cc1ccccc1C(=O)NCCCCc1ccccc1
 : -4% | -5% | 9% | 5% | 0.1 | i | 6% | 1.6% | 12%
CC(Sc1nc2sccc2c(=O)n1-c1ccccc1)C(N)=O (configuration not stated)
 : 12% | 4% | -13% | 4% | -1.0 | ? | 12% | 1.7% | -14%
CCCC(=O)OCCNC(=O)c1cc2ccccc2oc1=O
 : 16% | nt | -23% | 10% | 1.2 | i | 8% | 0.7% | -8%
CC(C)C1C(=O)N(Cc2cn(CCC3OCCCO3)nn2)CCS(=O)(=O)N1Cc1ccc(-c2cccc(N(C)C)c2)cc1 (configuration not stated)
 : -18% | nt | nt | 15% | 0.0 | i | 1% | -0.3% | 2%
O=C(/C=C/c1ccco1)Nc1cccnc1
 : -18% | ? | -14% | 6% | 0.8 | i | -11% | ? | 9%
Cc1nnc(SC(C)C)n(N)c1=O
 : 7% | 7% | 2% | 2% | -0.1 | ? | 30%[activator] | 0.7% | 21%
CCOc1ccc(-c2cc(C(=O)N3CCN(c4ccc(C)cc4)C(C)C3)c3ccccc3n2)cc1 (configuration not stated)
 : -17% | nt | 0% | nt | nt | i | ? | 5.0% | 14%
Cc1ccc(S(=O)(=O)NCc2ccccc2)cc1C(=O)NC1CCC(C)CC1 (configuration not stated)
 : -17% | -7% | 1% | -3% | -2.4 | i | -16% | -0.4% | 5%
CCN(CC)Cc1ccccc1CNC(=O)c1cccc(S(=O)(=O)Nc2ccc3c(c2)OCO3)c1
 : -33% | -15% | -20% | -1% | 0.1 | i | -2% | 3.1% | -4%
COc1ccccc1-c1nc(-c2ccc(Br)o2)no1
 : -32%&-31% | ? | 13%&8% | 6% | -3.8 | i | ? | ? | 69%[activator]
CCCCS(=O)c1c(O)c2ccccc2[nH]c1=O (configuration not stated)
 : 17% | 0% | 1% | 2% | -2.1 | i | 3% | 0.1% | -9%
Cn1c(C(=O)N2CCCC(C(=O)NCCc3ccccc3)C2)cc2sccc21 (configuration not stated)
 : -7% | -21% | -4% | -6% | -2.1 | ? | ? | 0.9% | -38%
O=C1Nc2ccccc2/C1=N\N1CCOCC1
 : 2% | 1% | 1% | 8% | 0.8 | i | 10% | 4.0% | 0%
CCn1c(SCc2ccccc2Cl)nc2nc3c(cc2c1=O)CCCC3
 : -12% | ? | -24% | 4% | 7.1 | ? | 0% | 0.0% | -32%
Cc1ccc(CSCC(=O)Nc2ccc(F)cc2)cc1
 : 10% | 9% | -1% | -2% | -0.4 | i | 14% | 2.9% | 13%

Fetched by structure from above (2):
Values run as follows: HepG2 tox | Nrf2 block | A549 tox | EPAC2 agonist | IL2 activator | ATXN viability | TGFb inhibitor | Nrf2 activator | ATXN2 expr inh
CCN(CC)Cc1ccccc1CNC(=O)c1cccc(S(=O)(=O)Nc2ccc3c(c2)OCO3)c1
 : -33% | -15% | -20% | -1% | 0.1 | i | -2% | 3.1% | -4%
COc1ccc(CCC(=O)Nc2ccc(Cl)c(S(=O)(=O)N3CCOCC3)c2)cc1OC
 : 6% | 18µM* | -10% | 3% | -6.2 | ? | -28% | 1.8% | -36%

The results go on:
Values run as follows: HepG2 tox | Nrf2 block | A549 tox | EPAC2 agonist | IL2 activator | ATXN viability | TGFb inhibitor | Nrf2 activator | ATXN2 expr inh
O=c1[nH]nc(-c2ccc(OCc3ccc(Cl)cc3Cl)cc2)o1
 : -2% | -12% | 1% | 6% | -1.1 | i | 0% | -1.1% | -6%
CCCN(C(=O)c1ccc2c(SCC(=O)O)c3c(nc2c1)CCC3)c1cccc(C)c1
 : 1% | 3% | -6% | -5% | 1.0 | i | 0% | -0.1% | 18%
O=C(NC(CC(=O)N1CCCC(C(F)(F)F)C1)c1ccccc1)c1ccccc1Cl (configuration not stated)
 : -13% | -10% | 0% | -3% | -0.1 | i | 8% | -0.2% | -16%
O=c1onc(-c2ccccc2)c2ccccc12
 : 10% | 1% | 1% | 11% | -0.1 | ? | -9% | -0.7% | nt
O=C(NCC(c1ccc2c(c1)OCO2)N1CCOCC1)c1ccc(F)cc1 (configuration not stated)
 : -15% | nt | 0% | nt | nt | i | -15% | 0.5% | 1%
COC(=O)c1c(C)cc(O)cc1O
 : -5% | 8% | 8% | 4% | -0.4 | i | 3% | -0.2% | 3%
CN(C)c1nnnn1-c1ccc(Cl)cc1Cl
 : 7% | -5% | 1% | 7% | 1.8 | i | 1% | -0.2% | -35%
CC1(C(=O)NS(=O)(=O)c2cccs2)CCN1C(=O)CC1CC1 (configuration not stated)
 : 16% | nt | nt | 3% | -0.2 | i | 19% | -0.2%[9.22 µM] | 5%
COc1ccc(Nc2nc(C)cc(C)c2C#N)cc1
 : 7% | ? | 5% | 1% | -0.1 | i | -6% | 4.9% | 12%
O=C(NCC1CCCO1)c1cccnc1NCc1ccc(F)cc1 (configuration not stated)
 : 16% | ? | 5% | 11% | -0.4 | i | -5% | -0.1% | 3%
Cc1ccc(-n2nc3c(c2NC(=O)c2cccs2)CS(=O)(=O)C3)c(C)c1
 : -2% | 18% | -1% | 1% | -0.2 | i | -6% | -0.2% | nt

Bioassay records: PubChem BioAssay, National Center for Advancing Translational Sciences (NCATS)
